Compound activity deposited in PubChem BioAssay by several laboratories.
HIF act: HIF pathway transcriptional activators, primary screen, cell-based, U2OS HRE-luciferase, luminescence; U2OS HRE-luciferase reporter; normalized: DMSO 0%, desferrioxamine 100%; activation, % at 7.5 µM (by protocol); hit rate 0.32% among 300,000;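 active = mean activation of at least 10% of the iron chelator positive control signal, with at least half of replicates also reaching 10%; inconclusive = mean and replicate majority disagree about reaching 10%; inactive = mean and most replicates under 10%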
aSyn UTR inh: MLPCN primary screen, SNCA 5' untranslated region. alpha-synuclein 5'UTR reporter, inhibitor activity. inhibition, % (tested at 7.5 µM). hit rate 0.82% among 300,000; in the data active = inhibition above about 60%; inconclusive = no clear call, values can overlap the other calls;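 note: H4 neuroglioblastoma cells stably carrying SNCA 5'UTR luciferase fusion; 0% = DMSO wells and 100% = positive control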
AI-2 QS mod: Vibrio harveyi AI-2 quorum sensing modulators, primary screen, JMH597 strain, luminescence/OD600 ratio; Vibrio harveyi JMH597 AI-2 luminescence/OD600 ratio, 9 h; stronger effect = lower value; strain lacks LuxN and CqsS sensors; 0 = neutral-control median; hit rate 0.4% among 300,000; activity change, % at 7.5 µM; AID 2094, 2009; in the data active = activity change below about -75%, passing the limit was not always enough; inconclusive = no clear call, values can overlap the other calls;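 note: luminescence divided by OD600 gain over 9 h not by final OD600 alone; inactives centre near 13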
Platelet DG rel: inhibitors of platelet dense granule secretion, primary screen, cell-based, MLPCN, human platelets; human platelet-rich plasma, SFLLRN dense granule ATP release, luminescence; inhibition, %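 (compounds screened at 7.5 µM in platelet-rich plasma)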; hit rate 0.22% among 300,000; AID 1663, 2009;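 active = mean replicate score, as percent of positive control, at or above 50; inconclusive = mean below 50 but at least one replicate at or above 50; inactive = mean and every replicate below 50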
HSP90 inh: HSP90 inhibitors, primary screen, cell lysate, luminescence; AID 1789, 2009; hit rate 0.91% among 290,000; inhibition, % at 5.6 µM; Rabbit reticulocyte lysate, luciferase refolding luminescence, 3 h; Heat shock protein HSP 90 (rabbit reticulocyte lysate; luciferase refolding);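 active = inhibition above the screen-wide mean plus 3 SD, computed separately per campaign, cut at about 16% in these data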;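 note: 0% = DMSO wells and 100% = 60 µM geldanamycin wells; inhibitors lower the luminescence because luciferase stays unfolded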
HSF1 inhib: HSF1 inhibitors in luciferase reporter cells, primary screen, cell-based, NIH3T3, luminescence; NIH3T3-HGL HSE-luciferase, MG132-induced, luminescence 8 h; stronger effect = lower value; activity change, negative = inhibition, % at 7.5 µM (by protocol); hit rate 0.77% among 300,000;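 active = more than half of replicate wells show activity change below -50%, luminescence cut by over half; inconclusive = some wells, but at most half, below -50%; inactive = no replicate well below -50%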;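 note: luciferase reports HSF-1 transcriptional activity via heat shock element; 0% = median of DMSO wells and -100% = zero luminescence signal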
HDAC3 inhib: HDAC3 deacetylase inhibitors, primary screen, biochemical, fluorescence, cell-free homogeneous; Histone deacetylase 3 (Homo sapiens), O15379; recombinant HDAC3, fluorogenic peptide/trypsin coupled; inhibition, % at 8.3 µM; hit rate 0.15% among 320,000; AID 2718, 2010; in the data active = inhibition above about 26%, passing the limit was not always enough; inconclusive = no clear call, values can overlap the other calls
Target sequence (O15379 whole entry, looked up): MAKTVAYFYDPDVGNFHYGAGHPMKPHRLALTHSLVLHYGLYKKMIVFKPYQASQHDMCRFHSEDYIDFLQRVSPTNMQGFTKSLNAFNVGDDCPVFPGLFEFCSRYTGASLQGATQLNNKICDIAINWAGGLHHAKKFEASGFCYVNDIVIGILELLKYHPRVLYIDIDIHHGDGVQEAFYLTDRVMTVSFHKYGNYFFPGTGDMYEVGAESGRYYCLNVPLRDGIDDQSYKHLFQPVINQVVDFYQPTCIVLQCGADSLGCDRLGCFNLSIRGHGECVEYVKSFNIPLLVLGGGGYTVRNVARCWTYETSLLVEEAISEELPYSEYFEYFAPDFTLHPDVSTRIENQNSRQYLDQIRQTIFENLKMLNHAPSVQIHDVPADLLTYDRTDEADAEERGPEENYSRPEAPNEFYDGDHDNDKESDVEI
HSF-1 act: HSF-1 activators, primary screen, NIH3T3-HGL cells, MG132 stress, luminescence, single point | NIH3T3-HGL HSF-1 luciferase reporter, 8 h; 100% = twice DMSO control signal | activation, % at 9 µM | hit rate 1.7% among 300,000;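 active = mean replicate activation of at least 50% with a set share of replicates each reaching 50%; inconclusive = only one of those two conditions met; inactive = mean below 50% and too few replicates reaching it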;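 note: 0% = median of the neutral control wells and 100% = twice that signal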
KLF5 inh: KLF5 expression inhibitors, primary screen, DLD-1 cells, luminescence. DLD-1 KLF5 promoter-luciferase reporter. inhibition, % at 5 µM. hit rate 0.23% among 290,000. AID 1700, 2009;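 active = inhibition above a per-plate limit of that plate's mean compound inhibition plus 3 SD, cut at about 60% in these data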;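 note: 0% = DMSO wells and 100% = LY294002 at 200 µM; higher means less KLF5 promoter-driven luciferase light; inactives centre near -14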
IEC-6 cytotox: cytotoxicity in IEC-6 intestinal epithelial cells, primary screen, cytotoxicity control for KLF5 inhibitor project, cell-based, luminescence. IEC-6 cytotoxicity, luminescence viability. inhibition, % at 5 µM. hit rate 0.78% among 290,000. AID 1825, 2009; in the data active = inhibition above about 22%;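 note: 0% = plate median of test compound wells and 100% = cytotoxic reference compound wells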
* marks the source's active call; other numbers are inactive results; ? = inconclusive; / = no result given; & = joins results of further samples.

SMILES	HIF act	aSyn UTR inh	AI-2 QS mod	Platelet DG rel	HSP90 inh	HSF1 inhib	HDAC3 inhib	HSF-1 act	KLF5 inh	IEC-6 cytotox
COc1ccc(N2C(=O)CC(N3CCN(c4ccccc4OC)CC3)C2=O)cc1 (centres undefined)	-0.8	-6	26	-10	-2	-5	5	-17	-11	3
Cc1ccccc1-n1c(-c2csc3ccccc23)n[nH]c1=S	-0.3	-3	29	-13	-4	-9	3	6	-15	-4
COc1cc2c(cc1OC)CN(C(=O)CSc1nc(N)c(C#N)cc1C#N)CC2	0.2	21	38	5	2	-9	-3	-6	27	2
CC1CCN(Cc2csc(N)n2)CC1	-0.1	0	22	-13	3	-1	0	10	-32	5
Cc1cc(C)c2nc(/N=C(\N)NC(=O)c3ccccc3)nc(C)c2c1	0.0	41	13	11	14	-3	6	4	-17	-1
COc1ccc(-n2c(=S)[nH]c3cc(C(=O)N4CCN(c5ccccc5)CC4)ccc3c2=O)cc1	-0.3	8	/	-3	-3	0	0	5	-6	4
CNC(=O)c1ccc(Nc2nnc(-c3ccc(C)c(S(N)(=O)=O)c3)c3ccccc23)cc1	0.1	-3	22	3	2	4	5	7	-1	6
Cn1nc(-c2ccc(C(=O)N3CCN(CCO)CC3)cc2)c2ccccc2c1=O	-0.5	5	5	4	6	1	6	-2	-20	9
COc1ccc(CCNC(=O)CCNC(=O)c2ccco2)cc1	-0.2	-2	35	2	-2	-6	-3	-5	-7	5
CCn1c(=O)cc(SCC(=O)NCCCN2CCC(C)CC2)c2ccccc21	0.1	-3	2	-3	0	0	0	15	15	-1
CC(=O)n1cc(N(C(=O)CCl)c2ccccc2)c2ccccc21	-2.4	106*	34	-12	-3	-46	-7	-52	-16	6
COc1cc(NC(=S)N2CCN(S(=O)(=O)c3ccc(F)cc3)CC2)cc(OC)c1	-0.6	10	50	3	-3	2	-5	27	-15	-3
CCOc1cccc(NC(=O)CC#N)c1	-0.7	7	8	/	3	4	3	0	9	2
Cc1ccccc1OCCC(=O)Nc1c(C)n(C)n(-c2ccccc2)c1=O	-0.9	0	12	-3	0	0	2	-5	-13	-5
O=C(CSc1nnc(CNC(=O)c2ccc(F)cc2)o1)Nc1ccc2c(c1)OCCO2	-0.2	1	0	25	-5	-10	1	-2	9	5
COc1ccc(C(=O)N2CCCC(C(=O)O)C2)c2ccccc12 (centres undefined)	0.0	9	-2	5	-1	-2	-2	9	-11	1
CCCCc1cc(=O)oc2cc(C)cc(OCC(=O)Nc3cccnc3)c12	-0.7	-21	9	8	-2	-5	0	8	-5	4
CC(C)OC(=O)/C(=C/c1ccco1)c1ccccc1	-0.7	-15	17	0	3	7	3	21	-8	-9
Cc1cccc(NS(=O)(=O)c2ccc(-c3cnc(C4CC4)o3)cc2)c1	0.0	19	-6	2	0	-2	13	-4	57	77*
COc1ccc(C(=O)N/C(=C\c2ccco2)C(=O)NCCCn2ccnc2)cc1	0.1	3	31	24	-1	4	?	-13	14	-5
CCCC(=O)Nc1ccc(C(=O)NCCc2ccc(F)cc2)cc1	0.8	8	26	-7	-2	2	-2	17	-49	2
COc1ccccc1N1CCN(C(=O)c2ccc(N(C)S(=O)(=O)c3ccccc3)cc2)CC1	0.3	22	1	16	-1	-7	-1	-3	-31	8
Cc1cc(C(=O)Nc2cccnc2)cs1	0.4	-17	9	1	0	-2	-1	14	-15	8
O=[N+]([O-])c1cc([N+](=O)[O-])c2n[nH]c(-c3ccccc3)c2c1	-0.2	2	12	1	-3	3	-1	11	-13	-3
COC(=O)c1c(C)[nH]c(C(=O)/C=C/c2ccccc2Cl)c1C	1.7	-302	4	11	10	4	/	3	-105	-6
Cc1nn(CC(=O)N2CCN(c3cccc(C(F)(F)F)c3)CC2)c(=O)c2cccn12	0.4	12	19	2	1	-14	3	-8	-17	-3
CC1(C)CC(C(=O)NCCC(c2ccccc2)c2ccco2)CCO1 (centres undefined)	-1.8	-7	1	0	2	-4	/	-2	-17	-3
CC(OC(=O)Cn1[nH]c(=O)c2ccccc2c1=O)C(=O)Nc1ccc(F)cc1 (centres undefined)	-1.2	-16	10	/	/	-5	-3	-5	/	/
COc1cccc(-c2cc(C(=O)N3CCN(S(=O)(=O)c4ccccc4)CC3)[nH]n2)c1	0.0	-4	6	15	-5	-31	1	-45	-1	-3
N#C/C(=N\Nc1cccc(F)c1)C(=N)N1CCCCCC1	0.2	-95	-11	1	2	21	1	?	-124	10
O=S(=O)(c1cccc(S(=O)(=O)N2CCC(N3CCCCC3)CC2)c1)N1CCOCC1	0.3	-44	16	-1	-2	-5	/	-3	-10	3
COCCCN(CCNC(=O)c1ccc(NC2=NC3CS(=O)(=O)CC3S2)cc1)Cc1ccco1 (centres undefined)	-0.3	15	16	3	-1	-9	3	-22	-28	6
CC(C)CNS(=O)(=O)c1ccc(S(=O)(=O)N2CCC3(CC2)OCCO3)cc1	-0.8	-13	17	-10	1	-2	-12	-14	8	-1
CN(C)C(=O)[C@H]1C[C@H]1[C@@H](O)[C@H](CO)NC(=O)[C@H](COCc1ccccc1)NC(=O)OC(C)(C)C	0.2	4	14	1	-2	1	5	1	-14	-2
CCC(C)NCCOc1ccccc1C (centres undefined)	-0.2	11	16	-5	1	1	2	1	-41	-1
C=CCNC(=O)c1onc(CSc2cccc(OC)c2)c1C(=O)NCC=C	-0.6	10	-5	7	/	2	-3	18	/	/
CN1C(=O)/C(=C/c2cccc(Cl)c2)Sc2ccc(C(=O)N3CCCC3)cc21	0.4	1	14	-6	-3	-8	7	-17	-14	-2
Cc1ccc(OCCNS(=O)(=O)c2ccc(N3CCCC3=O)cc2)cc1	/	/	8	/	-2	/	8	/	-9	-2
Cc1ccc(S(=O)(=O)Nc2c(C)n(C)n(-c3ccccc3)c2=O)cc1	-0.9&-0.3	13&11	2&28	2&0	-2&-3	-2&-1	4&0	-16&-13	-30&-9	-6&-7
O=C(O)CCC(=O)Nc1cccc(C(=O)Nc2ccc(Br)cc2)c1	0.5	-24	2	0	-4	-2	-3	-1	-1	-5
O=C(Nc1ccc(F)cc1)c1ccc2c(=O)n3c(nc2c1)CCCCC3	3.9	-104	19	9	-5	24	-1	36	-94	-6
N#Cc1c(N)sc2c1CCN(C(=O)OCc1ccccc1)C2	-0.2	15	25	-5	1	-3	3	0	-4	-3
CCOC(=O)C(/C=C(\C#N)C(=O)OCC)=C(/N)N1CCN(c2ccc(OC)cc2)CC1	0.1	1	33	-1	-1	-2	1	10	-8	-2
Cc1ccc(NC(=O)CSc2nnc(N)s2)cc1S(=O)(=O)N1CCCCC1	-0.3	-3	26	8	-2	-7	3	-4	-6	1
Cc1ccc(C(=O)NC2CC3CCCC(C2)N3Cc2ccccc2)cc1 (centres undefined)	?	3	8	1	3	1	4	5	-47	4
Fc1ccc(-n2c(-c3ccc4c(c3)OCO4)n[nH]c2=S)cc1Cl	1.5	-59	18	-3	-3	26	3	50	-8	-2
COc1cccc2cc(C(=O)NCC3CCCO3)c(=O)oc12 (centres undefined)	0.5	-29	19	-3	1	13	4	-3	-21	-3
O=C(Nc1ccc(-c2nc3ccccc3c(=O)o2)cc1)c1ccco1	-0.7	-16	9	-1	-3	-2	1	-12	-22	9
N#CCCCn1c(-c2ccccc2)noc1=O	0.2	-9	22	-2	-1	-3	-1	-8	14	-2
O=C1CC(c2ccc(Cl)cc2)SC(N(c2ccccc2)c2ccccc2)=N1 (centres undefined)	-0.5	19	32	-10	5	9	6	5	16	2
Other results
SMILES	HIF act	aSyn UTR inh	AI-2 QS mod	Platelet DG rel	HSP90 inh	HSF1 inhib	HDAC3 inhib	HSF-1 act	KLF5 inh	IEC-6 cytotox
CCOc1cc(CNC(C)C)c(Cl)cc1OCC(=O)NCCc1ccccc1	-0.2	-12	10	12	2	-13	3	-1	2	2
Cc1ccccc1OCCC(=O)OCC(=O)Nc1c(C)nn(-c2ccccc2)c1C	-9.3	-15	57	-2	/	-2	2	16	/	/
Cn1c(-c2ccc(F)cc2)cnc1NCc1ccc(F)cc1	1.0	-5	25	8	7	0	1	-5	7	6
COc1ccc(CCNC(=O)C(=O)NCC2OCCN2S(=O)(=O)c2ccc(OC)c(C)c2)cc1 (centres undefined)	-0.2	22	19	2	3	3	-1	-3	7	6
O=C(CC1N=C2c3ccccc3N=C(SCc3ccccc3Cl)N2C1=O)NCc1ccco1 (centres undefined)	-0.4	-16	14	-3	4	6	2	4	-38	0
Cc1ccccc1Nc1c([N+](=O)[O-])ccc2c1=NC1(CCCCC1)N=2	-0.2	-7	33	1	0	-1	-4	7	-7	-3
CC(=O)N(C)c1ccc(N=C2C(=O)Nc3ccccc32)cc1	-1.0	29	29	0	-3	-4	1	-4	-5	1
COC(=O)[C@@]1(Cc2ccc(OC)cc2)[C@H]2c3cc(C(=O)N(C)C)[nH]c3C[C@H]2CN1C(=O)c1ccccc1	-1.5	0	7	13	2	9	-15	3	3	4
CCc1cc(=O)oc2c3c(cc(OCC(=O)NCc4ccco4)c12)OC(C)(C)CC3	0.2	16	6	1	6	-4	-108	-4	5	3
[O-]c1n[n+](-c2ccc(Cl)cc2Cl)cc2ccccc12	-0.3	21	18	7	-1	5	4	3	-37	-2
CC(C)C1N=C2c3ccccc3N=C(SCc3cc(=O)n4cc(Cl)ccc4n3)N2C1=O (centres undefined)	-0.8	24	3	-5	-2	1	5	13	-24	-1
CCOC(=O)c1cc2sc(C)cc2n1CC(=O)NCCc1ccccc1	0.1	14	41	-6	-4	12	2	6	24	-3
O=C(CN1C2CCCC1CC(NC(=O)c1ccccc1)C2)Nc1ccccc1C(F)(F)F (centres undefined)	1.4	18	11	2	3	0	1	0	-1	1
CCOC(=O)CSCC(NC(=O)OC(C)(C)C)C(=O)OCC (centres undefined)	-1.1	39	18	-3	1	-5	-1	-8	6	-5
COc1ccc(-n2ccc(=O)c(C(=O)Nc3ccc(S(=O)(=O)Nc4nccs4)cc3)n2)cc1	-1.1	4	5	6	-4	4	-6	22	-26	-1
Cc1nc(SCCC(C)C)c([N+](=O)[O-])[nH]1	-0.7	0	27	-1	5	-9	3	-12	-14	7
CCOc1ccc(NC(=O)C2CCN(C(=O)NCc3ccccc3)CC2)cc1	-0.1	-6	17	2	-5	24	-7	11	-46	-4
CC1=C(C(=O)OCc2ccccc2)C(c2ccc(N(C)C)cc2)NC(=O)N1 (centres undefined)	0.6	-9	29	-2	-3	13	3	13	-10	0
